T cell HTS: modulates CD8 T cell binding to vesicles; AID 2052; calls only at 7 µM; 2C CD8+ T cell-vesicle binding, flow cytometry; stronger effect = lower value; hit rate 0.068% among 330,000;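 active = response, share of CD8 T cells binding vesicles, and their 90th percentile fluorescence all below set limits, cut at about 80% in these data, passing the limit was not always enough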
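incubation = binding step 1.5 h, 37 °C, antibody labelling 20 min, ice | test system = 2C mouse CD8+ T cells | read-out basis = percent CD8+ FL2 mean versus row control | controls = Peptide-free naked vesicles (low) and QL9 vesicles with 0.7% DMSO vehicle (high) | detection = flow cytometry of vesicle-bound cells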
Lipid droplet: hepatic lipid droplet formation modulation. AID 1656. inhibition, % at 6.5 µM. hit rate 0.4% among 240,000. AML12 mouse hepatocytes, oleate lipid droplets, BODIPY imaging;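 active = lipid droplet intensity inhibited by at least 50%, with more than 500 cells counted; inconclusive = wells with under 300 cells, treated as cytotoxic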
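Technique: fluorescence imaging, 20x objective, two fields per well / Assay system: AML12 hepatocytes (mouse) / Measure: % inhibition of lipid droplet signal / Doses: 6.5 µM single-point dosing / Incubation: overnight exposure / Reagent: 100 µM oleic acid challenge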
Autophagy mod: modulators of autophagy; MEF GFP-LC3 puncta imaging; test concentration mostly 10 µM; calls only at 10 µM (by protocol); hit rate 0.98% among 190,000; AID 463193;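 active = percentage of spot-positive cells more than 3 SD above its plate mean, without a fluorescence outlier flag or 80% toxicity; inconclusive = no clear call, values can overlap the other calls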;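 also: spot-positive cell cutoff set from DMSO-treated cells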
MT stabilizer: stabilizes microtubules in HeLa cells | HeLa tubulin immunostaining HCS, 24 h; share of cells brighter than vehicle mean+2SD | % tubulin-high responders, % at 10 µM | hit rate 0.83% among 200,000 | AID 2205;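 active = plate Z-score above 3 for both tubulin-high and condensed-nucleus cell shares, with cell loss under 80%, at 10 µM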;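 also: anti alpha tubulin signal scored within the nucleus-defined area of each cell; some results filed as inactive read as strong as hits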
West Nile virus CPE: inhibition of WNV-induced cytopathic effect – cell-based, CPE readout (AID 1621); West Nile virus-infected cells, CPE inhibition; higher % means a stronger effect; hit rate 0.02% among 290,000; CPE inhibition, % at 10 µM; hits with a dose series show IC50 in µM; in the data active = a potency from the dose series; inconclusive = CPE inhibition mostly from about 3.7% at the one dose, without a potency; inactive = the rest, 99 in 100 with CPE inhibition below about 2.2%; also: strong numbers were not always called active
bCat nuc transl: modulators of beta-catenin nuclear translocation. HeLa beta-catenin nuclear translocation, immunofluorescence imaging. nuclear translocation activity, % at 5 µM. hit rate 0.3% among 190,000;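 active = nuclear translocation activity above 50% at 5 µM, with a well cell count of 50 or more; inconclusive = wells under 50 cells across six images, flagged as toxic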;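 also: per-cell ratio of nuclear to cytoplasmic median beta-catenin stain intensity; plate controls were DMSO negative control for no effect and GSK-3 inhibitor IX positive control for full effect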
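assay system = human HeLa cells, endogenous beta-catenin | times = compound treatment 24 h, 37°C, 5% CO2 | detection = Anti-beta-catenin immunofluorescence on PFA-fixed, Triton-permeabilized cells, DAPI nuclei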
WT yeast gro inh: growth inhibition of WT yeast, mitochondrial fusion screen. inhibition, % at 10 µM. mitochondrial fusion phenotypic screen, WT strain. hit rate 2.1% among 190,000. AID 1362; in the data active = inhibition above about 58%; tested in S. cerevisiae
Myeloid diff MLP: compounds promoting myeloid differentiation | hit rate 1% among 360,000 | AID 624256 | calls only at 10 µM | ER-HoxA9 myeloid progenitors, lysozyme-GFP differentiation, flow cytometry;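 active = normalized GFP-positive differentiation at or above the plate's own cutoff, the solvent-only control mean plus 3 SD; inconclusive = no clear call, values can overlap the other calls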;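 also: cells exposed to compound for four days before flow analysis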
Ins promoter up: MIN6 insulin promoter up-regulation; MIN6 insulin promoter-GFP reporter, high-content imaging; stronger effect = higher value; z-score at 5 µM; hit rate 0.3% among 190,000;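 active = z-score above 3 at 5 µM with at least 500 cells counted in the well; inconclusive = wells under 500 cells, flagged as cytotoxic or low count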
WT yeast gro inh mutant strain: also measured in WT yeast gro inh; calls as there; inhibition, %; mitochondrial fusion phenotypic screen, mutant strain inhibition
Ins promoter up cell count: recorded beside Ins promoter up, whose call it bears; cell count; measured here: cytotoxicity, nuclei count;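 total cells summed across four imaged fields per well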
Lipid droplet cells 6.5 µM: also measured in Lipid droplet; calls as there; cell count; measured here: cell count, cytotoxicity flag;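 cells counted across two imaged fields per well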
bCat nuc transl cell count 5 µM: second read-out of bCat nuc transl, no call of its own (marks repeat the call); cell count; measured here: cell count, cytotoxicity flag
T cell HTS vesicle-bound %: second read-out of T cell HTS, no call of its own (marks repeat the call); double positive events, %; measured here: CD8+ vesicle-bound cell fraction;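 binding gate set so that unloaded-vesicle control wells show 10% double positive cells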
MT stabilizer Hoechst-high %: second read-out of MT stabilizer, no call of its own (marks repeat the call); % Hoechst-high responders; measured here: nuclear condensation Hoechst responders;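 share of cells brighter than vehicle mean plus two SD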
MT stabilizer cytotoxicity %: recorded beside MT stabilizer, whose call it bears; toxicity, %; measured here: cytotoxicity by cell density;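 0% = mean cell density of plate MIN control wells and 100% = no cells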
Autophagy mod cell loss 18 h: second read-out of Autophagy mod, no call of its own (marks repeat the call); toxicity, %; measured here: cell loss, nuclei count;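 cell loss after 18 h compound exposure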
Myeloid diff MLP GFP+ MAC1+ %: further read-out of Myeloid diff MLP, marked with its call; GFP+ MAC1+ double positive, %; measured here: differentiation confirmed by MAC1 staining
Active calls of the source: *; i = inactive; ? = inconclusive; . = no result given; + = active, no number; & = joins results of further samples.

SMILES	T cell HTS	T cell HTS vesicle-bound %	Lipid droplet	Lipid droplet cells 6.5 µM	Autophagy mod	Autophagy mod cell loss 18 h	MT stabilizer	MT stabilizer Hoechst-high %	MT stabilizer cytotoxicity %	West Nile virus CPE	bCat nuc transl	bCat nuc transl cell count 5 µM	WT yeast gro inh	WT yeast gro inh mutant strain	Myeloid diff MLP	Myeloid diff MLP GFP+ MAC1+ %	Ins promoter up	Ins promoter up cell count
COc1cc(NC(=O)c2ccc(C(C)(C)C)cc2)c(OC)cc1NC(=O)CN1CCCCC1	i	49.3	0.1	686	i	8.0	2.4	2.0	6.8	-1.4%	0.7	999	69.7*	64.6*	i	0.5	-0.09	1358
Nc1cccc([N+](=O)[O-])c1	i	41.6	7.6	629	i	-21.5	2.9	2.1	8.6	1.0%	-3.7	1146	16.3	9.8	i	0.3	1.09	1509
CN(C)C(CNC(=O)c1ccc2ccccc2c1)c1ccco1 (stereo unspecified)	i	33.4	12.5	648	i	2.7	1.1	1.9	11.5	-0.6%	-1.2	1204	2.2	3.9	i	1.2	0.16	1264
COc1ccc(CN2C(=O)c3ccccc3C(/C=N/OCc3ccc(Cl)cc3)C2=O)cc1 (stereo unspecified)	i	31.8	.	.	i	-33.2	3.5	1.6	0.9	0.4%	.	.	7.9	20.8	i	0.8	.	.
CS(=O)(=O)N(Cc1nc2sc3c(c2c(=O)[nH]1)CCCC3)C1CCCCC1	i	42.5	.	.	i	0.6	6.3	1.4	3.8	-0.5%	.	.	.	.	.	.	.	.
CC1CN(C(=S)SCC(=O)c2ccccc2)CC(C)O1 (stereo unspecified)	i	47.4	8.9	510	i	-4.2	3.1	3.3	7.7	-0.5%	0.9	892	-16.2	-11.8	i	0.6	0.1	1331
CC(C)(C)C(=O)Nc1cc(S(=O)(=O)Nc2ccc(Cl)cc2)ccc1O	i	29.5	-10.0	685	i	2.0	4.3	2.4	6.1	-0.1%	-1.5	1120	3.9	3.8	i	0.5	-0.45	1443
CS(=O)(=O)N1CCC(C(=O)Nc2cccc(Br)c2)CC1	i	58.8	9.2	809	.	.	.	.	.	0.0%	.	.	.	.	i	0.8	.	.
CCc1ccc(-n2nc3cc(C)c(N)cc3n2)cc1	i	46.2	14.2	813	.	.	.	.	.	0.1%	.	.	.	.	i	1.6	.	.
CC(C)(C)NC[C@H](O)COc1nsnc1N1CCOCC1	i	22.4&24.7	9.5	726	i	6.4	3.3	2.2	8.0	-0.1%	.	.	-6.2	-2.0	i	2.1&0.6&1.1	.	.
Fc1ccc(/C=N/Nc2nn[nH]n2)cc1	i	22.8	-2.7	651	i	-1.2	2.5	1.9	4.2	-0.4%	-4.8	1041	1.1	-0.4	i	0.5	-0.79	1652
Cn1cc(C(=O)N2CCCC(Nc3ccc(F)cc3)C2)c2ccccc21 (stereo unspecified)	i	12.7	-4.3	706	.	.	.	.	.	-0.3%	.	.	.	.	i	0.4	.	.
CCOC(=O)/C(=N/Nc1ccc(OC)cc1)N1CCCc2ccccc21	i	42.5	1.1	715	.	.	.	.	.	-0.6%	-0.6	1286	.	.	i	0.3	-0.78	1086
O=C(Cn1cc(C(=S)N2CCOCC2)c2ccccc21)N1CCOCC1	i	29.5	3.1	765	i	-0.4	1.5	2.2	37.0	0.2%	-3.8	1149	-7.9	-5.1	i	0.3	-0.56	1252
CC(C)Oc1ccc(Cn2c(=O)oc3ccccc32)cc1	i	28.0	18.8	866	.	.	.	.	.	-0.7%	.	.	.	.	i	0.3	.	.
O=C(COC(=O)c1ccc(S(=O)(=O)Nc2ccccc2)cc1)NCC1CCCO1 (stereo unspecified)	i	48.0	-7.9	729	.	.	.	.	.	0.7%	0.1	1267	.	.	i	0.4	0.39	980
COc1ccc(-c2cc3ccc(OCc4nn[nH]n4)cc3oc2=O)cc1	i	21.4	-3.7	730	i	-3.9	2.7	3.7	5.8	-0.3%	1.5	1169	-2.1	-6.3	i	0.6	.	.
COc1ccc2cc(CN(CC3CCCO3)S(=O)(=O)c3ccc(C(C)=O)cc3)c(=O)[nH]c2c1 (stereo unspecified)	i	28.8	-1.1	723	i	-4.7	2.1	1.6	8.1	0.5%	4.2	1021	8.9	-6.5	+	6.1*	0.71	921
COc1cc2c(cc1NC(=O)C(C)OC(=O)c1ccc(S(=O)(=O)Nc3ccccc3Cl)cc1)oc1ccccc12 (stereo unspecified)	i	37.1	-5.5	698	i	15.5	5.4	2.3	6.4	-0.3%	-1.8	978	14.2	10.4	i	0.4	-1.73	1307
CN1CCN(CCC(=O)Nc2ccc(Br)cc2)CC1	i	8.8	5.3	739	i	19.8	2.1	1.6	9.9	-0.5%	-0.1	1102	-3.3	10.4	i	0.2	-0.27	1482
Nc1cc(=O)[nH]c(=O)n1-c1ccc(Cl)cc1	i	43.1	-0.9	722	.	.	.	.	.	0.0%	-0.2	1341	.	.	i	0.2	0.27	1188
CC1CN(C(=O)c2c(Br)cnn2C)CC(C)O1 (stereo unspecified)	i	10.4	-0.2	619	i	11.9	1.8	1.8	0.1	-0.6%	2.6	881	-5.2	4.8	i	0.5	0.06	1202
COC(=O)c1sccc1NC(=S)NCc1ccc(Cl)cc1	i	48.8	-13.1	670	.	.	.	.	.	0.5%	0.6	1316	.	.	i	0.3	0.76	1003
CCOC(=O)c1ccc(NC(=O)N(CC)CC)cc1	i	39.5	-5.5	742	i	-5.3	2.9	0.7	50.1	-0.5%	.	.	4.3	2.9	i	1.6	0.36	1259
Cc1nc([N+](=O)[O-])nn1C12CC3CC(CC(Cl)(C3)C1)C2	i	49.8	6.9	710	i	-4.2	2.8	2.7	0.0	-0.4%	-1.5	1062	-0.1	9.2	i	0.4	-0.08	1395
CC(=O)OC[C@H]1O[C@@H](n2ncc(=O)[nH]c2=O)[C@H](OC(C)=O)[C@@H]1OC(C)=O	i	26.0	-17.6	679	i	28.8	3.5	1.7	5.1	?	.	.	4.2	-8.9	i	4.0	.	.
COc1ccc(COC(=O)C2=C(C)NC(=O)NC2c2ccccc2F)cc1 (stereo unspecified)	i	14.6	-18.2	751	.	.	.	.	.	-0.7%	.	.	.	.	i	0.4	.	.
O=C(NCc1cccc(C(F)(F)F)c1)C1CC(c2ccc(C(F)(F)F)cc2)=NO1 (stereo unspecified)	i	41.7	-2.5	706	.	.	.	.	.	-1.0%	0.1	1303	.	.	i	1.9	0.09	992
O=C(CSc1nc2ccccc2c(=O)n1Cc1ccc(Cl)cc1)NCc1cccs1	i	61.6	-19.6	635	i	-13.9	1.0	2.7	0.7	-0.1%	0.8	892	1.6	-10.5	i	0.2	-0.09	1250
COc1ccc2c(c1)Cc1sc(NC(=O)c3ccccc3)nc1-2	i	58.7	-2.3	702	i	-6.4	2.3	1.7	6.5	-0.3%	1.8	1101	18.9	12.8	i	0.5	.	.
COc1ccc(NC(=O)CSc2nccn2C)cc1S(N)(=O)=O	i	35.0	-4.5	706	i	12.3	2.9	2.0	12.8	0.5%	0.6	1058	-8.6	25.9	i	0.2	0.34	1202
COc1ccc(OCc2cc(C(=O)N3CCOCC3)no2)c(Cl)c1	i	33.5	0.6	619	.	.	.	.	.	-0.3%	.	.	.	.	i	3.3	.	.
CCOC(=O)c1c(NC(=O)COC(=O)c2ccccc2NC)sc(C(=O)N(C)C)c1C	i	5.4	4.0	739	.	.	.	.	.	-0.6%	.	.	.	.	i	0.9	.	.
Cc1ccc(S(=O)(=O)C(C)C(=O)c2ccc3c(c2)OCCO3)cc1 (stereo unspecified)	i	35.6	13.2	752	i	-3.2	3.6	2.3	6.0	-1.1%	.	.	-11.3	3.1	i	1.1	-2.1	862
CCOc1ccc(C(=O)NC(=S)Nc2cccnc2)cc1[N+](=O)[O-]	i	47.8	-2.6	729	i	5.7	4.8	3.1	7.4	0.5%	0.4	1055	-1.1	-15.9	i	0.1	-0.46	1203
CCCCn1c(N)c(N(CC)C(=O)CN2C(=O)NC(C)(c3ccccc3)C2=O)c(=O)[nH]c1=O (stereo unspecified)	i	28.2	18.6	629	.	.	.	.	.	-0.4%	.	.	.	.	i	0.6	.	.
CCOc1ccc(S(=O)(=O)Nc2ccc(Cl)cn2)c(C)c1C	i	36.1	-27.5	625	i	-0.9	2.6	1.8	5.2	0.2%	-0.7	1089	25.4	6.7	i	2.4	0.13	1225
Cc1ccc(C(c2sc3ncnn3c2O)N2CC(C)CC(C)C2)cc1 (stereo unspecified)	i	12.8	-6.3	659	.	.	2.9	2.7	10.0	-0.1%	3.7	1021	5.4	3.8	i	2.9	.	.
Cc1nn(-c2ccccc2)c(N)c1Sc1ccccc1[N+](=O)[O-]	i	52.5	12.4	681	i	3.8	2.0	2.3	7.0	-0.7%	-1.2	1115	1.4	4.8	i	1.3	1.28	1642
CCN(CC)S(=O)(=O)c1ccc(Cl)c(NC(=O)COc2ccc(OC)cc2)c1	i	55.6	-5.6	692	i	6.0	3.4	2.7	7.4	0.1%	2.3	1058	-10.4	15.4	i	0.1	-0.59	1269
Cc1ccc(O)c(NC(=O)CCC2CCCCC2)c1	i	52.5	.	.	i	10.0	1.0	2.1	8.2	-0.2%	2.9	1294	6.2	0.1	i	3.4	2	1312
NC(=S)N/N=C/c1cn(CCC(=O)O)nc1-c1cccc(Br)c1	i	34.9	17.3	741	.	.	.	.	.	-0.1%	-1.2	1152	.	.	i	0.3	-0.09	1400
